POLK inh: DNA polymerase kappa (human) inhibition | purified Pol kappa, fluorescent DNA synthesis assay, 10 min | 0.53% of 400,000 active | Q9UBT6 | AID 588579 | Potency, µM (highest dose often 107 µM), for inactives: at the top dose activity, negative = inhibition, hits mostly inhibitors; further: potency means the concentration at half of the fitted maximal effect; on the % scale 0 is the no-effect control and ±100 the full control effect
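10 nM Pol kappa preincubated 15 min at room temperature with compounds, then reaction started with substrate at 50 nM final. Fluorescence read kinetically at 0 and 10 min; buffer-only wells served as negative control.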
Apoferritin bind: binds horse apoferritin like a general anesthetic. Potency, µM (series often up to 77.5 µM), inactives show at the top dose activity change, negative = displacement, hits mostly inhibitors. P02791. AID 485281. 0.074% of 350,000 active. apoferritin/1-aminoanthracene competitive binding, fluorescence; further: potency means the concentration at half of the fitted maximal effect; on the % scale 0 is the no-effect control and ±100 the full control effect; nearly all actives have a fitted effect of over 20% in size
Target sequence (P02791 2-175 limits assumed): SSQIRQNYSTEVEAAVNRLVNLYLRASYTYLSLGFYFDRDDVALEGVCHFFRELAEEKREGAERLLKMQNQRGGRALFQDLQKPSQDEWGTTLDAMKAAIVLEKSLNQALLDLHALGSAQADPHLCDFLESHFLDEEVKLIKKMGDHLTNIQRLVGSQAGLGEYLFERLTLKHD
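Probe: 1-aminoanthracene (50% saturated, PBS). Protein: horse-spleen apoferritin, 10 uM. Incubation: 10 min, room temperature. Detection: 380 nm excitation, 535 nm emission. Analysis: normalized response, four-parameter Hill.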
APEX1 inh: blocks human APE1 abasic DNA cleavage. Potency, µM (series often up to 65.8 µM), for inactives: top-dose activity change, negative = inhibition, hits mostly inhibitors. recombinant APE1, TAMRA/BHQ-2 abasic DNA cleavage fluorescence. 0.35% of 350,000 active. P27695;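 further: potency means the concentration at half of the fitted maximal effect; plate controls were vehicle for no effect and reference inhibitor for full effect; nearly all actives have a fitted effect of over 55% in size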
Target sequence (P27695 whole entry, looked up): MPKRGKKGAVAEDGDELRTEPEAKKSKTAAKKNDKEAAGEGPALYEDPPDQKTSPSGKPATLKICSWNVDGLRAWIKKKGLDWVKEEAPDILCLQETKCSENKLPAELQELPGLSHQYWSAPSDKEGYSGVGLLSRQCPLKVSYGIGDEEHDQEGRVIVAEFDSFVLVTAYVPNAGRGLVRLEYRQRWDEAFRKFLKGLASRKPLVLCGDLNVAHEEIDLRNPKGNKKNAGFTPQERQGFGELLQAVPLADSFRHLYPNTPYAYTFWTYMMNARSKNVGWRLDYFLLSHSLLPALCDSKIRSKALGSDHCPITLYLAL
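Substrate: short duplex with […] THF abasic site, 5'-TAMRA and 3'-BHQ-2, 50 nM final. APE1 at 0.75 nM, preincubated 15 min RT with compound. Fluorescence increase from first to third read measured activity.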
Tb PGK inh: T. brucei PGK inhibition; P07378; PGK/GAPDH coupled, Kinase-Glo luminescence, 60 min; Potency, µM (series often up to 57.5 µM), without a hit: top-dose activity change, negative = inhibition, usual class: inhibitors; 0.043% of 380,000 active; further: potency means the concentration at half of the fitted maximal effect; on the % scale 0 is the no-effect control and ±100 the full control effect; nearly all actives have a fitted effect of over 60% in size
Target sequence (P07378 whole entry, looked up): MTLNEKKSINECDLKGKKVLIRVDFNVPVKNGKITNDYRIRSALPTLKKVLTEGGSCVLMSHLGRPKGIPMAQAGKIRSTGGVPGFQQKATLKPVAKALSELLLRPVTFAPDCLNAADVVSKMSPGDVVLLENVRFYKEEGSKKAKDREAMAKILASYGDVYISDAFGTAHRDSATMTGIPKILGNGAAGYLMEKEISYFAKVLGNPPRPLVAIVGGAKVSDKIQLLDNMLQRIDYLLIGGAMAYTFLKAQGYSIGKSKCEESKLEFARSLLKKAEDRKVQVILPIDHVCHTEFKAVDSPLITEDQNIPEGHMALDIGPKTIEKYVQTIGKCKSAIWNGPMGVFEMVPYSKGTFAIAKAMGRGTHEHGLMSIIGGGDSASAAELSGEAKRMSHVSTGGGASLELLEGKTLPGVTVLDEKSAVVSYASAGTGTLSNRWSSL
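Luminescent ATP detection (Kinase-Glo Plus) follows a 60-minute room-temperature incubation, with wells lacking PGK as controls. Buffer: 100 mM TEA (pH 7.6), 5 mM MgCl2, 0.01% Tween-20. Coupling enzyme GAPDH (100 nM final) supplies unstable 1,3-BPG in-well.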
Pol eta inh: DNA polymerase eta (human) inhibition; Q9Y253; recombinant Pol eta, fluorescent DNA replication assay; 1.2% of 390,000 active; Potency, µM (series often up to 114 µM), for inactives: at the highest dose activity change, negative = inhibition, usual class: inhibitors; further: potency means the concentration at half of the fitted maximal effect; on the % scale 0 is the no-effect control and ±100 the full control effect
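Pol eta at 10 nM preincubated with compounds 15 min at room temperature; reaction started with fluorescent substrate (50 nM final) and read kinetically at 0 and 10 min.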
Pol beta inh: inhibitors of human DNA polymerase beta; Pol beta primer extension/strand displacement, fluorescence kinetic; Potency, µM (doses to about 114 µM), inactives show at the top dose activity change, negative = inhibition, actives largely listed as inhibitors; 1.3% of 340,000 active; AID 485314; further: potency means the concentration at half of the fitted maximal effect; on the % scale 0 is the no-effect control and ±100 the full control effect
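Reaction started by 50 nM substrate onto compound-treated Pol beta (10 nM, 15 min preincubation, room temperature); plates read at 0 min and 10 min. Normalized concentration-effect data fitted by four-parameter Hill equation.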
RXFP1 antagonist: blocks the human relaxin receptor RXFP1 | Q9HBX9 | HEK293-RXFP1, relaxin-stimulated cAMP HTRF, 30 min; hits give low values | activity change, negative = inhibition, % at 57.5 µM | 0.59% of 350,000 active;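 active means activity change of -60% or lower, but not beyond a set lower limit; inconclusive means change between -60% and -40%, or beyond the set limit; inactive means change above -40%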; further: on the % scale 0 is the no-effect control and ±100 the full control effect
Pol iota inh: inhibitors of human DNA polymerase iota | Pol iota fluorescent replication assay, 10 min | Potency, µM (doses to about 115 µM), without a hit: top-dose activity, negative = inhibition, hits mostly inhibitors | 1% of 390,000 active | AID 588590; further: potency means the concentration at half of the fitted maximal effect
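Pol iota at 10 nM preincubated 15 min with compounds at room temperature; reaction started with fluorescent substrate, 50 nM final. Fluorescence read kinetically at 0 and 10 min; buffer-only wells as negative control.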
BLM helicase inh: blocks DNA unwinding by human BLM helicase; 0.2% of 350,000 active; recombinant BLM DNA unwinding, fluorescence dequenching; Potency, µM (titrated, usually from 56.1 µM), without a hit: at the highest dose activity change, negative = inhibition, hits mostly inhibitors;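 further: potency means the concentration at half of the fitted maximal effect; plate controls were vehicle for no effect and no enzyme for full effect; nearly all actives have a fitted effect of over 35% in size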
Starred values were filed as active, the others as inactive; i = inactive; ? = inconclusive; nt = no result given; [ ] = another dose, or the depositor's remark. Unless noted, the call rests on the fitted dose curve; in most records, active means well fitted curve in the direction sought with a large enough effect; inconclusive means small, poorly fitted or top-dose-only effect, or another doubt; inactive means no such curve, though single readings can be large; an effect the other way counts as inactive or inconclusive. The list is partial. The share of hits here may be higher or lower than overall.

# | SMILES | POLK inh | Pol beta inh | Apoferritin bind | Tb PGK inh | Pol eta inh | APEX1 inh | Pol iota inh | RXFP1 antagonist | BLM helicase inh
1 | O=C(c1ccco1)N1CCN(C/C=C/c2ccccc2)CC1 | -6% | 31% | -6% | 0% | -7% | 3% | -5% | 6 | -1%
2 | O=C(CCC1CCCN(C(=O)c2ccoc2)C1)NCc1ccc(F)c(F)c1 (stereo not drawn) | 13% | 45% | -9% | -1% | -12% | -1% | 35%[activator] | -5 | 0%
3 | COc1cccc(-n2nnc3c(=O)n(Cc4cccc(C)c4)cnc32)c1 | -39% | ? | -20% | -8% | -12% | -2% | -9% | nt | -4%
4 | CCNc1nc(N)nc(-c2cc(Cl)ccc2OC)n1 | -20% | 9% | -6% | i | -3% | 2% | 9% | 0 | -4%
5 | C=CCc1cccc(/C=N/NC(=O)C(C)Nc2ccc(C)cc2)c1O (stereo not drawn) | -17% | 13% | -20% | -1% | -13% | -7% | 13% | -5 | 3%
6 | COc1ccc(N2CCN(C(=O)COC(=O)COc3cc(C)cc(C)c3)CC2)cc1 | 1% | nt | nt | -3% | -14% | -12% | 34%[activator] | 2 | nt
7 | CC(C)N(C(=O)Cn1cc(S(=O)(=O)CC(=O)NCc2ccccc2)c2ccccc21)C(C)C | -3% | 24% | -2% | -4% | -3% | -4% | 14% | -8 | -3%
8 | O=C(NCCCN1CCOCC1)C(=O)N/N=C/c1ccc(F)cc1 | -10% | 19% | -4% | 8% | 0% | -2% | -8% | 1 | 6%
9 | COc1ccc(CC(=O)NCc2ccc3c(c2)CCN3C(=O)c2ccccc2)cc1OC | -2%[60.1 µM] | 0% | -15% | -6% | -11% | nt | -4% | -22 | 1%
10 | Cc1cc(=O)oc2cc(OCC(=O)NC3CC(C)(C)NC(C)(C)C3)ccc12 | ? | 2% | 10% | i | -8% | 42% | ? | -10 | 6%
11 | Cc1ccc(O)c(N=Cc2cc(Cc3ccccc3)cc([N+](=O)[O-])c2O)c1 | ? | 5.6µM* | ? | -17% | 79µM* | -12% | ? | ? | -22%
12 | Cc1ccc(NS(=O)(=O)c2c(C)noc2C)cc1 | -4% | 43% | -8% | 6% | -15% | 2% | 34%[activator] | -7 | 1%
13 | COc1ccc(NC(=O)CN(C)CC(=O)c2[nH]c(C)c(C(C)=O)c2C)cc1 | 3% | nt | nt | -9% | -11% | 6% | -3% | 5 | nt
14 | COc1cccc2c(=O)c3c([nH]c12)OC(C)(C)C3 | 0% | nt | nt | -4% | -9% | nt | 24% | -21 | nt
15 | CCOc1ccc(-c2cc(NC(=O)c3cccc(Cl)c3)c(C(=O)OC)s2)cc1 | 5% | 19% | -1% | -3% | -8% | nt | 17% | -13 | -2%
16 | Cc1ccc(-n2nc(C(=O)O)cc2-c2ccccc2Cl)cc1 | -3% | -12% | 1% | -10% | -2% | 9% | 30%[activator] | -17 | -3%
17 | Cc1ccc(CNC(=O)/C=C/c2cccs2)cc1 | -4% | -1% | -12% | -8% | -11% | -7% | 11% | 8 | -3%
18 | Nn1c(SCc2nc3ccccc3[nH]2)nnc1-c1ccccc1 | 1% | -18% | -5% | 5% | -4% | 4% | 38%[activator] | -8 | 1%
19 | O=C(NCc1ccc2c(c1)OCO2)C1CCN(S(=O)(=O)N2CCCCC2)CC1 | -18% | 35% | 2% | -5% | -20% | 2% | 16% | -7 | 4%
20 | Cc1cccc(N2C(=O)c3ccc(Br)cc3C2=O)n1 | nt | 44% | -4% | nt | nt | 7% | nt | nt | -1%

(next part)
# | SMILES | POLK inh | Pol beta inh | Apoferritin bind | Tb PGK inh | Pol eta inh | APEX1 inh | Pol iota inh | RXFP1 antagonist | BLM helicase inh
21 | CCCCOC(=O)Nc1cc(Cl)ccc1C | -9% | -14% | ? | i | -7% | -4% | 9% | -6 | -7%
22 | O=C(COC(=O)CCC(=O)c1cccs1)Nc1ccc(S(=O)(=O)N2CCOCC2)cc1 | -4% | -1% | ? | 2% | -9% | -5% | 11% | 5 | -9%
23 | COc1cc(C(C)=O)ccc1OCC(=O)Nc1ccc(C)c(S(=O)(=O)N2CCCCCC2)c1 | -25% | nt | nt | -12% | -11% | 24% | 12% | -18 | nt
24 | COC(=O)C(NC(=O)CSc1nc(N)cc(=O)[nH]1)c1ccccc1 (stereo not drawn) | 8% | 24% | -5% | -8% | -11% | 6% | -4% | -15 | -1%
25 | CCCCC1CCC(C(=O)N2CC(=O)Nc3ccc(F)cc3C2c2ccc(F)cc2)CC1 (stereo not drawn) | -14% | ? | -1% | -3% | ? | nt | ? | ? | -13%
26 | CC(CN1CCC(n2nccc2NC(=O)CCCc2ccccc2)CC1)c1ccccc1 (stereo not drawn) | -7% | -1% | -21% | -2% | -11% | -3% | 29% | -1 | 2%
27 | CCN(CC)C(=O)c1ccc(C)c(Br)c1 | -4% | -7% | ? | -5% | -20% | -2% | 16% | -5 | -3%
28 | CC1CN(S(=O)(=O)c2cccc(C(=O)OC(C)C(=O)NC3CCCCC3C)c2)CC(C)O1 (stereo not drawn) | -19% | 6% | -14% | -4% | -11% | 7% | ? | -4 | -14%
29 | COc1ccc(CCNc2cc(=O)[nH]c(N)n2)cc1 | -8% | 2% | 5% | i | -7% | -4% | -22%[58.9 µM] | -12 | 1%
30 | CN(C)c1cccc2c1C(=O)c1ccccc1C2=O | -12% | 8% | -3% | -8% | -17% | -6% | 11% | 17 | -5%
31 | Cc1ccc(S(=O)(=O)N2CCCOC2CNC(=O)C(=O)NCCC2=CCCCC2)cc1 (stereo not drawn) | -8% | 6% | -21% | -5% | -11% | -4% | 23% | 5 | -7%
32 | O=C(c1ccc2c(Cl)c3c(nc2c1)CCCC3)N1CCN(c2ccc(F)cc2)CC1 | -12% | -25% | -1% | -3% | -15% | -5% | -15% | -4 | -4%
33 | COc1ccccc1CCN=C(N)NS(=O)(=O)c1ccccc1 | -6%[60.1 µM] | 3% | -14% | -5% | -3% | -1% | -5% | -4 | 0%
34 | CC(C)c1cc(C(F)(F)F)n2nc(C(=O)Nc3ccc4c(c3)OCO4)cc2n1 | 5% | -14% | ? | i | -14% | 1% | -11% | -12 | -4%
35 | O=C(Cc1cccc(NC(=O)C2CCN(C(=O)C3CCCCC3)CC2)c1)Nc1cccc(C(=O)N2CCCC2)c1 | 0% | nt | nt | 2% | -2% | -10% | 13% | nt | nt
36 | CN1CCN(c2ccc([N+](=O)[O-])cc2C(=O)N2CCCCC2)CC1 | -11% | 22% | -15% | -6% | -14% | 2% | 6% | 1 | 0%
37 | CSc1ccc(CN(C)CCc2ccccn2)cc1 | -12% | 2% | -2% | -1% | -2% | -5% | 6% | 1 | -7%
38 | C=CCNC(=O)c1ccccc1NC(=O)Nc1ccccc1 | -8% | -3% | -7% | nt | -10% | 3% | 89µM* | 17 | -4%
39 | Cc1nc(Cl)sc1C(=O)NC(C)c1ccc(Cl)cc1 (stereo not drawn) | 4% | 35% | 3% | -3% | -1% | 15% | 13% | -1 | 1%
40 | CCC(C)(C)n1nnnc1C(c1cccnc1)N1CCC(Cc2ccccc2)CC1 (stereo not drawn) | 2% | 0% | ? | i | -24% | 6% | 12% | -28 | -7%

Additional structures:
# | SMILES | POLK inh | Pol beta inh | Apoferritin bind | Tb PGK inh | Pol eta inh | APEX1 inh | Pol iota inh | RXFP1 antagonist | BLM helicase inh
41 | COc1ccc(Br)cc1-c1noc(-c2ccccc2)n1 | 3% | -13% | 0% | -1% | -10% | 1% | 9% | -13 | -4%
42 | CCOC(=O)c1ccc2c(c1)[n+](CC)c(C)n2-c1ccccc1 | -2% | 3% | -11% | -1% | 0% | 2% | -19% | -15 | 2%
43 | CCOC(=O)c1[nH]c(C)c(C(=O)NC2CCCC2)c1C | -2% | 7% | -1% | 2% | -9% | 7% | 5% | -14 | -1%
44 | Cc1c(Cl)cccc1-n1c(SCC(=O)N2CCC(C(=O)O)CC2)nnc1-c1ccncc1 | 11% | 2% | -2% | 0% | -17% | 1% | -1% | 13 | 0%
45 | Cc1ccc(N2CC(C)Cn3c2nc2c3c(=O)n(CC(=O)O)c(=O)n2C)cc1 (stereo not drawn) | -2% | 36% | 1% | -5% | 3% | nt | -8% | nt | 0%
46 | CCCC(=O)Nc1ccc(S(=O)(=O)Nc2cc(C)nc(C)n2)cc1 | -18% | 15% | -12% | 5% | -6% | 0% | 5% | 1 | -2%
47 | CCCCn1c(N)c(N(CCOC)C(=O)CCCn2c(=O)oc3ccccc32)c(=O)[nH]c1=O | -2% | nt | nt | -5% | -14% | nt | -19% | -4 | nt
48 | CCCCC(C(=O)NC(C)c1ccccc1)C(=O)NC(C)c1ccccc1 (stereo not drawn) | -20% | ? | -10% | -10% | 2% | -10% | 56%[activator] | 2 | -7%
49 | COc1ccc(-n2c(C)cc(C(=O)NC3CCCCC3)c2C)cc1 | 2% | 2% | ? | 1% | -13% | 1% | 29% | 0 | -10%
50 | O=C(Nc1ccc(S(=O)(=O)N2CCc3ccccc32)cc1)c1ccc2c(c1)OCO2 | 1% | 4% | 4% | i | 1% | -10% | -21%[58.9 µM] | -6 | -8%
51 | O=C(Nc1ccc(CN2CCOCC2)cc1)c1ccc(Br)o1 | -17% | 17% | -1% | nt | 0% | -9% | -7% | 9 | -7%
52 | CCOC(=O)NC(=O)COC(=O)CNC(=O)c1cccc(OC)c1 | 5% | 47% | -4% | -3% | -9% | -4% | 159%[activator] | 9 | -3%
53 | CCN(c1ccccc1)S(=O)(=O)c1ccc(OC)c(NC(=O)C2CCC2)c1 | -26% | nt | nt | 1% | -11% | 3% | 1% | -7 | nt
54 | c1ccc2nc(-c3ccc4c(c3)OCO4)ccc2c1 | -3% | -1% | ? | -13% | -10% | -1% | 1% | -7 | 1%
55 | NS(=O)(=O)c1ccc(CNC(=S)Nc2cc(S(=O)(=O)N3CCOCC3)ccc2Cl)cc1 | -2% | nt | nt | i | -2% | nt | 12% | -4 | nt
56 | CCCOc1ccc(-c2nnn(CC(=O)OCC)n2)cc1 | 0% | -13% | -15% | 3% | -18% | -3% | 5% | 5 | -3%

Assay outcomes from PubChem BioAssay.
